Screening results deposited in PubChem BioAssay by National Center for Advancing Translational Sciences (NCATS).
p53ts 39C kill = p53ts cell cytotoxicity, nonpermissive temperature; H1299-p53A138V viability at 39C, ATP luminescence, 24 h; Potency, µM (series often up to 46.1 µM), for inactives: top-dose activity change, negative = cell killing, most hits filed as cytotoxic; 1.5% of 130,000 active; AID 902; also: nearly all actives have a fitted effect of over 55% in size
Peg3 imprint = induces erasure of genomic imprints in mouse ES cells; Potency, µM (top dose mostly 60.7 µM), inactives show at the highest dose activity change, positive = activation, hits mostly activators; 0.02% of 110,000 active; mouse ES Peg3-LacZ reporter, beta-gal luminescence, 40 h;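 also: 0% = negative control wells on the plate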
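Gelatin-coated wells received 300 freshly trypsinized female ES cells with a Peg3LacZ-Neo reporter on the maternal allele, then incubated 40 hours at 37C. BetaGlo was added for 5 minutes at room temperature before a single luminescence read.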
IkB sig inh = IkB pathway inhibition in ABC-DLBCL cells; Potency, µM (highest dose often 57.1 µM), without a hit: top-dose IkBa stabilization activation; ABC-DLBCL IkBa-CBG/CBR dual luciferase ratio, 4 h; response scale: scaled: untreated 0%, proteasome inhibitor 100%; 0.04% of 110,000 active; active = well fitted curve in the direction sought with a large enough effect in the signal ratio, not every such curve was filed as active; inconclusive = small, poorly fitted or top-dose-only effect, or a change in a side signal; the % refers to the signal ratio;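 also: the direction sought is a rising ratio; 0% = basal untreated cells and 100% = reference inhibitor full response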
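Luminescence ratio of IκBα-fused green versus native red beetle luciferase in OCI-Ly3 cells, 4 h post-doxycycline with compound; red signal alone, scaled from basal (0%) to zero light (-100%), flagged nonspecific or cytotoxic effects.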
p53ts 32C tox = p53ts cell cytotoxicity, permissive temperature. H1299-p53A138V at 32C, ATP luminescence viability, 24 h. Potency, µM (titrated, usually from 46.1 µM), without a hit: at the highest dose activity change, negative = cytotoxicity, usual class: cytotoxic. 0.93% of 130,000 active. AID 924;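 also: 0% = DMSO and -100% = full killing by reference compound; nearly all actives have a fitted effect of over 55% in size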
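Viability by ATPlite luminescence after 24 h compound treatment (up to 46 uM) at the permissive 32C. Cells are H1299 carrying p53 A138V. Scale runs from DMSO basal to 100 uM tamoxifen as full kill; AC50 from Hill fits.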
Numbers without * were called inactive; ? = inconclusive; . = no result given; [ ] = dose if it differs, or a comment. Unless noted, calls follow the shape of the dose curve; as a rule, active = well fitted curve in the direction sought with a large enough effect; inconclusive = small, poorly fitted or top-dose-only effect, or another doubt; inactive = no such curve, though single readings can be large; an effect the other way counts as inactive or inconclusive. Unless noted, % is scaled to controls: 0 for no effect and ±100 for the full control effect; potency is read from the fitted curve at half-maximal effect. The order is random. About 1.7% of those tested had a hit in this group.

SMILES	p53ts 39C kill	Peg3 imprint	IkB sig inh	p53ts 32C tox
O=P(c1ccccc1)(c1ccccc1)C(O)c1ccncc1 (stereo not drawn)	-11.0%	10.5%	0.5%	-2.7%
CCOc1cc(OCC)cc(C(=O)Nc2cccc(-c3nc4ccccc4[nH]3)c2)c1	?	-10.1%[10.9 µM]	?	-29.9%
CCC1CN(C(=O)Nc2cccc3c2CCCC3)c2ccccc2O1 (stereo not drawn)	7.0%	9.0%[10.9 µM]	-2.1%	-1.0%
CCCCc1nn2c(=O)cc(COC(=O)c3cccc(NC(=O)c4cccc(Cl)c4)c3)nc2s1	11.4%	-3.6%[10.9 µM]	?	0.9%
CC1=C(C(=O)Nc2ccccc2)C(CC(C)C)n2nc(SCc3ccccc3C)nc2N1 (stereo not drawn)	-12.0%	8.4%[10.9 µM]	?	3.6%
COc1ccccc1CNS(=O)(=O)c1c(C)nc2scc(C)n2c1=O	5.8%	-9.1%[10.9 µM]	-0.4%	17.4%
CCC(=O)Nc1cc(C)c(NC(=O)c2ccccc2OC)cn1	2.2%	-54.8%[inhibitor]	-0.1%	-3.8%
CC(C)(C)c1ccc(C(=O)NCC(c2cccnc2)N2CCc3ccccc3C2)cc1 (stereo not drawn)	-18.1%	4.6%[10.9 µM]	-2.8%	-1.1%
Cc1cccc(NC(=O)c2c(C)nc3ccccn23)c1	-14.6%	.	.	-19.4%
C=CCNC(=O)N[C@@H](CCSC)C(=O)OC	-0.2%	-3.9%	2.8%	-2.2%
COc1cc(-c2nnn(CC(=O)NCc3ccccc3)n2)cc(OC)c1OC	20.1%	-11.7%[10.9 µM]	?	0.1%
COc1ccc(C)cc1NC(=O)CSc1ncc2c(n1)-c1ccc(Cl)cc1N(Cc1ccccc1)S2(=O)=O	4.3%	-7.7%[10.9 µM]	2.4%	4.8%
Cc1cccc(Nc2nc(N)nc(N)c2S(=O)(=O)c2ccccc2)c1	-2.8%	13.9%[10.9 µM]	3.8%	10.0%
CSc1cccc(NS(=O)(=O)c2ccc(F)cc2)c1	-5.0%	-9.2%	?	-4.3%
CC(C)CN(CCNC(=O)c1cn(C)c2ccc(S(=O)(=O)N3CCCC3)cc2c1=O)CC(C)C	-23.4%	20.7%[10.9 µM]	-1.5%	1.8%
CCOc1ccc(C2=CC(c3cccc(Br)c3)n3c(nc4ccccc43)N2)cc1Cl (stereo not drawn)	-18.1%	-21.9%[10.9 µM]	6.4%	-6.9%
Cc1ccc(S(=O)(=O)CC(=O)N2CCCCCC2)cc1	-0.7%	-5.7%	0.6%	-3.5%
CC(NC(=O)Nc1ccccc1)c1ccccc1 (stereo not drawn)	3.3%	-10.0%	-1.6%	-4.7%
CCN1CCN(c2ncc3c(n2)CCN(Cc2cc(F)cc(F)c2)C3)CC1	-14.6%	-13.8%[10.9 µM]	-2.6%	-9.3%
O=C(Nc1ccncc1)C1c2ccccc2Oc2ccccc21	-0.1%	-7.2%	6.9%	5.4%
Cc1cccc(N2CCN(CCCNc3ncnc4onc(-c5ccc(F)cc5)c34)CC2C)c1 (stereo not drawn)	-7.0%	-12.7%[10.9 µM]	?	-9.8%
Cn1c(C[C@@H](O)c2nc3ccccc3n2C)nc2ccccc21	-8.9%[9.22 µM]	?	0.8%[11.4 µM]	-1.4%[9.22 µM]
O=C(c1ccccc1F)N1CCN=C1SCc1cccnc1	12.6%	-17.6%	0.1%	0.7%
CCc1nnc(NC(=O)CSc2nnc(-c3c[nH]c4ccccc34)n2C)s1	-8.7%	-6.8%	0.0%	8.2%
CC(=O)N[C@@H](Cc1c[nH]c2ccccc12)C(=O)O	-10.5%	-2.3%	.	-2.1%
More compounds
SMILES	p53ts 39C kill	Peg3 imprint	IkB sig inh	p53ts 32C tox
COc1ccc(-c2nnc(SCC(=O)NC3CCCC3)nc2-c2ccc(OC)c(OC)c2)cc1OC	4.0%	-8.6%[10.9 µM]	0.6%	-6.6%
O=C(COc1ccccc1)N(Cc1ccco1)c1ccc(O)cc1	24.1%	-18.4%	-1.0%	5.5%
CN(C)S(=O)(=O)N(CC(=O)NCCSc1ccccc1)c1ccccc1	-0.2%	-5.6%[10.9 µM]	?	-0.3%
N#Cc1cccc(NC(=O)C2CCN(c3ncccn3)CC2)c1	-24.2%	-11.7%[10.9 µM]	-1.2%	1.0%
CCOC(=O)c1cnc2c(C)cc(C)cc2c1NCCc1ccc(OC)c(OC)c1	-8.4%	-15.4%[10.9 µM]	7.6%	-1.8%
CCCn1c(CN2CCN(C(=O)OCC)CC2)nc2c1c(=O)n(C)c(=O)n2C	?	-77.3%[inhibitor]	?	-18.8%
Cc1ccc2c(c1)nnn2C1CCN(S(=O)(=O)c2ccc(C(=O)N3CC(C)CC(C)C3)cc2)CC1 (stereo not drawn)	7.8%	4.2%	?	6.0%
O=c1c[n+]([O-])c2ccccc2n1OCc1c(F)cccc1F	9.1%	-5.9%	1.4%	8.6%
Cc1ccccc1N(CC(=O)NCCc1ccccc1)C(=O)c1ccc(N2CCCC2)nc1	2.4%	-21.7%	3.1%	-2.3%
COc1ccc(C(=O)Nc2ccc3oc(-c4cccc5c(Br)cccc45)nc3c2)cc1	27.9%	12.9%[10.9 µM]	7.3%	5.2%
O=C(O)CC(CC(=O)Nc1nncs1)c1ccccc1 (stereo not drawn)	-2.2%	-4.2%	0.5%	-1.8%
Cc1cc(C(=O)NCCCn2ccnc2)cs1	15.9%	10.6%	0.0%	6.6%
Cc1cc(C)c(NC(=O)CSc2nc3c(c(=O)n2C)SC(C)C3)c(C)c1 (stereo not drawn)	11.0%	-14.4%	4.1%	-10.2%
O=c1[nH]n2c(=O)c3c([nH]c2c1N=Nc1cccc(C(F)(F)F)c1)CCCC3	20.4%	.	.	-3.6%
Cc1cc(C)cc(NC(=O)CSc2nnc(-c3ccccc3)n2N)c1	-1.9%	-5.8%	1.6%	2.9%
Cc1ccc(-c2c(C)n3c4c(=O)n(C)c(=O)n(C)c4nc3n2CCO)cc1	-4.2%	-22.7%[10.9 µM]	?	17.0%
C=CCN(C(=O)CN1CCOCC1)c1nc(C)c(-c2ccccc2)s1	-9.7%	-0.4%	-0.9%	16.5%
O=C(CN1C(=O)c2ccccc2S1(=O)=O)NCc1ccccn1	0.9%	-0.8%	0.4%	-0.1%
Cc1ccc(CNC(=O)CSC2=Nc3ccccc3N=C(c3ccc(F)cc3)C2)cc1	-14.8%	-12.8%[10.9 µM]	-1.4%	-12.0%
CC(=O)c1ccc(N2CCN(c3ncnc4c3cnn4C)CC2)cc1	?	-5.4%[10.9 µM]	-1.6%	0.9%
NC(=O)C1(c2ccccc2)CCOCC1	15.0%	-3.1%	2.8%	16.8%
C(=N\n1cnnc1)/c1cccc(OCCOc2ccccc2)c1	-2.6%	-68.3%[inhibitor]	?	-9.0%
COc1ccccc1CNC(=O)C1CCCN(C(=O)c2cnn(-c3ccc(F)cc3)c2-n2cccc2)C1 (stereo not drawn)	18.2%	2.4%[10.9 µM]	?	2.6%
Cc1cc(OCC(=O)Nn2cnnc2)c(C)cc1Br	27.3%	5.4%	-0.7%	0.1%
CCOC(=O)c1cnc2c(C)c(Cl)ccc2c1NCCc1ccccc1	-0.6%	-20.8%[10.9 µM]	2.8%	0.1%
New compounds follow
SMILES	p53ts 39C kill	Peg3 imprint	IkB sig inh	p53ts 32C tox
COc1cccc(-c2nc(NCCc3c[nH]c4ccc(OC)cc34)c3ccccc3n2)c1	?	-16.4%	-10.2%[11.4 µM]	?
CC(NS(=O)(=O)c1ccccc1)C(N)=O (stereo not drawn)	11.5%	-1.8%	1.3%	4.3%
N#C/C(=C\c1ccc(-c2cc(Cl)ccc2Cl)o1)C(=O)Nc1ccccc1C(=O)O	2.0%	-13.1%[10.9 µM]	?	1.3%
COc1ccc(CC(NC(C)=O)C(=O)N2CCN(C(=O)N(C(C)C)C(C)C)CC2)cc1 (stereo not drawn)	4.4%	-3.0%	0.5%	4.5%
COc1ccc(NC(=O)CNS(=O)(=O)c2ccc3nc(C)sc3c2)c(OC)c1	2.0%	-10.2%	0.9%	23.2%
CCOc1ccc(C)cc1S(=O)(=O)n1ccc(C)n1	-9.3%	-9.3%	-1.8%	2.2%
CCOCCc1nn2c(=O)cc(COC(=O)CNC(=O)c3ccc(C(C)(C)C)cc3)nc2s1	-5.2%	-4.0%[10.9 µM]	-1.7%	-0.8%
COc1ccc(N2CC(NC(=O)COc3ccccc3C)CC2=O)cc1OC (stereo not drawn)	19.3%	-5.3%[10.9 µM]	5.9%	-1.6%
COc1cc(C)c(S(=O)(=O)n2ccc(C)n2)cc1C	-9.0%	-9.9%	1.1%	-5.7%
COc1ccc(OC)c(NC(=O)C23CCC(C)(C(=O)O2)C3(C)C)c1 (stereo not drawn)	4.7%	-1.3%	-0.8%	0.0%
O=C(NC1CCCCC1)c1ccc(S(=O)(=O)NCc2cccnc2)cc1	1.3%	-15.8%	0.9%	-9.4%
COc1ccc(S(=O)(=O)NCc2ccc(C(=O)O)cc2)cc1	13.6%	-8.2%	1.8%	1.3%
Cc1ccc(NS(=O)(=O)c2cc(OCC(N)=O)c(C)cc2Cl)cc1C	-3.1%	.	.	-8.8%
CCCCCc1c(O)nc(SCC(=O)NCC2CCCO2)[nH]c1=O (stereo not drawn)	3.8%	-4.7%	0.2%	1.6%
CCC1=C2CC[C@H]3C(=O)NC(=O)[C@H]3[C@H]2[C@@]2(C)C(=NCCc3c[nH]c4ccccc34)OC(=O)N2C1=O	-3.8%	-6.5%	.	2.3%
COc1ccc(-n2c(SCC(=O)Nc3nccs3)nc3c(c2=O)SC(C)C3)cc1 (stereo not drawn)	2.3%	-8.7%	-2.7%	1.4%
CCC/C(O)=N\S(=O)(=O)c1ccc(N=NN(C)C)cc1	3.3%	.	.	5.7%
COc1ccc(S(=O)(=O)N2CCN(c3ccccn3)CC2)cc1OC	-5.8%	-4.0%	-0.6%	-9.9%
CSc1nnc(-c2cccs2)n1-c1ccccc1	9.2%	-9.5%	-0.1%	0.8%
COCCCNC(=O)c1ccc2c(c1)OCO2	-1.5%	-24.5%	0.1%	-7.8%
COc1ccc2ccc(=O)oc2c1CC=C(C)C	-6.8%	-9.7%	.	1.0%
CCOC(=O)N1CCN(Cc2nc3cc(NC(=O)c4ccccc4[N+](=O)[O-])ccc3n2C(C)C)CC1	-5.0%	-8.9%[10.9 µM]	-0.3%	?
O=C(O)c1ccccc1C(=O)Nc1ccccn1	13.6%	10.0%	2.1%	11.6%
COC(=O)c1ccc(NC(=O)CC2C(=O)N(c3ccc(C)cc3)C(=O)N2Cc2ccc(OC)cc2)cc1 (stereo not drawn)	11.0%	-3.4%[10.9 µM]	?	10.2%
COc1nnc(-c2ccc(N3CCCCC3)c(NC(=O)c3ccccc3)c2)c2ccccc12	13.2%	-16.9%[10.9 µM]	?	1.9%
Cc1ccccc1CN1CCNC1=O	-8.6%	-4.3%	0.5%	1.1%
COc1ccccc1NC(=O)Cn1c(=O)n(-c2cccc(Cl)c2)c(=O)c2c1c1cc(C)ccc1n2C	-2.8%	10.7%[10.9 µM]	?	8.5%

Entries listed so far containing a COOH group, in the order listed:
SMILES	p53ts 39C kill	Peg3 imprint	IkB sig inh	p53ts 32C tox
CC(=O)N[C@@H](Cc1c[nH]c2ccccc12)C(=O)O	-10.5%	-2.3%	.	-2.1%
O=C(O)CC(CC(=O)Nc1nncs1)c1ccccc1 (stereo not drawn)	-2.2%	-4.2%	0.5%	-1.8%
N#C/C(=C\c1ccc(-c2cc(Cl)ccc2Cl)o1)C(=O)Nc1ccccc1C(=O)O	2.0%	-13.1%[10.9 µM]	?	1.3%
COc1ccc(S(=O)(=O)NCc2ccc(C(=O)O)cc2)cc1	13.6%	-8.2%	1.8%	1.3%
O=C(O)c1ccccc1C(=O)Nc1ccccn1	13.6%	10.0%	2.1%	11.6%

Results in IkB sig inh and p53ts 39C kill (3 entries from above):
| smiles | IkB sig inh | p53ts 39C kill |
| --- | --- | --- |
| COc1cc(C)c(S(=O)(=O)n2ccc(C)n2)cc1C | 1.1% | -9.0% |
| COc1ccc(OC)c(NC(=O)C23CCC(C)(C(=O)O2)C3(C)C)c1 (stereo not drawn) | -0.8% | 4.7% |
| O=C(NC1CCCCC1)c1ccc(S(=O)(=O)NCc2cccnc2)cc1 | 0.9% | 1.3% |
